DNMT1 inh – inhibitors of human DNMT1; P26358; DNMT1 molecular beacon, Hinp1I cleavage, fluorescence; inhibition (reported as % activation of signal), % at 10 µM; actives 0.83% (n = 360,000); in the data active means inhibition above about 50%
SUMO1-SIM PPI – SUMO1-SIM interaction modulation; actives 0.33% (n = 360,000); AID 602429; SUMO1 binding to a labelled peptide, TR-FRET, 1 h; P63165; inhibition, % at 20 µM; in the data active means inhibition above about 37%
Target sequence (P63165 whole entry, looked up): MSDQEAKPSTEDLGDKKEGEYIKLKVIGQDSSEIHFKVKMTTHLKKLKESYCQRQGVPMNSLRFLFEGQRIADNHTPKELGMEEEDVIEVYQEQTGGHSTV
Scp-1 inhibitor – inhibitors of human Scp-1 phosphatase; AID 493091; actives 0.88% (n = 340,000); Recombinant Scp1, phosphopeptide, malachite green phosphate absorbance; Q9GZU7; inhibition, % at 20 µM;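 active means inhibition above about 50% at 20 µM, limit read from the data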;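 further: plate controls were DMSO wells with enzyme for no effect and wells lacking enzyme for full effect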
Target sequence (Q9GZU7 76-261 limits assumed): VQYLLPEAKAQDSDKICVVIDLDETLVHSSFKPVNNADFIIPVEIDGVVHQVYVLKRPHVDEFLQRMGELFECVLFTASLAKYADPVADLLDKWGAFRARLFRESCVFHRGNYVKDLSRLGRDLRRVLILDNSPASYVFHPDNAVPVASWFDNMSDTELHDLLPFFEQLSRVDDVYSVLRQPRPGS
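Material: truncated SCP-1 phosphatase (76-261aa) / Buffer or medium: 50 mM Tris acetate pH 5.5, 0.005% Tween-20, 10 mM MgCl2 / Compound dosing: one concentration, 20 µM, with 1.0% DMSO / Incubation: 45 min room-temperature reaction, 5 min colour, 30 min stabiliser / Detection: colorimetric free-phosphate detection, absorbance 630 nm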
bovine MsrA act – activates bovine MsrA enzyme; actives 0.3% (n = 360,000); purified bovine MsrA, absorbance read-out; AID 602163; activation, % at 10.6 µM; in the data active means activation above about 7.5%;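 further: 0% = vehicle and 100% = reference activator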
MsrA inh – inhibitors of bovine MsrA. purified bovine MsrA, absorbance read-out. inhibition, % at 15.5 µM. actives 0.75% (n = 360,000); in the data active means inhibition above about 4.5%;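 further: 0% = vehicle wells with enzyme and 100% = reference inhibitor wells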
E coli Lon inh – E. coli protease La inhibition; actives 0.42% (n = 360,000); inhibition, % at 7.94 µM; purified E. coli Lon protease, fluorescence polarization; P0A9M0; in the data active means inhibition above about 13%, passing the limit was not always enough;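 further: 0% = enzyme with probe and DMSO and 100% = no enzyme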
Tb MetRS inh – blocks T. brucei methionyl-tRNA synthetase activity; purified T. brucei MetRS, ATP depletion, Kinase-Glo luminescence; inhibition, % at 11.9 µM; actives 0.4% (n = 360,000); AID 624268;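 active means inhibition above a per-plate cutoff of the control wells' mean inhibition plus 3 SD, cut at about 5.5% in these data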;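 further: 0% = DMSO wells median and 100% = median of wells with control inhibitor compound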
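assay system = parasite MetRS enzyme | timing = 15 min preincubation, 2 h reaction, all 25 °C | evaluation = percent inhibition relative to median high and low control wells | medium = HEPES buffer containing pyrophosphatase, BSA, spermine, DTT | compound = single dose, 11.9 µM final nominal, 0.9% final DMSO | detection = Kinase-Glo luminescence, ATP depletion format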
STEP block – STEP (human) phosphatase inhibition; P54829; inhibition, % at 20 µM; actives 0.25% (n = 360,000); recombinant STEP, OMFP fluorogenic substrate, fluorescence; AID 588621;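 active means inhibition at 20 µM, scaled per plate between control wells, above about 37%, limit read from the data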;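 further: 0% = DMSO with enzyme and substrate and 100% = substrate only without enzyme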
Target sequence (P54829 whole entry, looked up): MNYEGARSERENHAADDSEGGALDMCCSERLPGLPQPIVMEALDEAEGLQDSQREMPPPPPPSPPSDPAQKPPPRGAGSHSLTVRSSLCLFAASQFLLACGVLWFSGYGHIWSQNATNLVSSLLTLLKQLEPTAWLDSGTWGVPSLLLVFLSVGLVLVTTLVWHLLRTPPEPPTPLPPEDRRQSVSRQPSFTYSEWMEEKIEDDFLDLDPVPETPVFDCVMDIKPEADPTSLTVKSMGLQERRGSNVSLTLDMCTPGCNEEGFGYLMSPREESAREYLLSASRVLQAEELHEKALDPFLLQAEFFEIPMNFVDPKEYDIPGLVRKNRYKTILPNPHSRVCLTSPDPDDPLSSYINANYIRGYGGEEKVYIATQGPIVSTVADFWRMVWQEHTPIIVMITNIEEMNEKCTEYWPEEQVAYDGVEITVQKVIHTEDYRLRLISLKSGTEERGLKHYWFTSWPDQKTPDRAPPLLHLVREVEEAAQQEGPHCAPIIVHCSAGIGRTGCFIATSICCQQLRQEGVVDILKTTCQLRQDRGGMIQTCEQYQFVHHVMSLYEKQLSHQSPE
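Also added – OMFP at 25 µM · Test system – STEP tyrosine phosphatase · Technique – FITC-channel fluorescence of OMFP product · Schedule – 20 min at room temperature, dark · Evaluation – control-normalized % inhibition with plate pattern correction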
CendR NRP1 mod – NRP-1/CendR interaction modulation. O14786. FAM-RPARPAR peptide binding to NRP-1, fluorescence polarization. inhibition, % at 25 µM. actives 0.85% (n = 360,000). AID 602438;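 active means inhibition or corrected inhibition above about 18%, plus a signal ratio from 0.5 to 1.5, limit read from the data, passing the limit was not always enough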; further: strong numbers were not always called active
LMPTP block – LMPTP (human) inhibition; recombinant LMPTP-A, OMFP fluorogenic substrate, fluorescence intensity; actives 0.22% (n = 360,000); P24666; inhibition, % at 20 µM; AID 651560;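 active means compounds that cut the enzyme signal by at least half of the control window in the single-dose screen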;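 further: plate controls were DMSO wells with enzyme plus substrate for no effect and substrate without enzyme for full effect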
Target sequence (P24666 whole entry, looked up): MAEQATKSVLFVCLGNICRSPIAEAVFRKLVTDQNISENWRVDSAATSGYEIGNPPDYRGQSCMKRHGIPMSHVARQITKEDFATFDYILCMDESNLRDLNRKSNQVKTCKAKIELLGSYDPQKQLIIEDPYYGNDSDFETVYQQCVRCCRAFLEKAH
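Assay system: LMPTP-A enzyme. Input: 0.625 nM LMPTP-A final. Probe or stimulus: 400 µM OMFP. Compound dosing: single 20 µM dose. Schedule: 50 min dark incubation at room temperature. Detection: fluorescence intensity of OMFP turnover product. Read-out: percent inhibition versus substrate-only and uninhibited controls. Benchmarks: no-enzyme low control, uninhibited high control.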
* marks the source's active call; other numbers are inactive results; / = no result given.

Fields – DNMT1 inh, SUMO1-SIM PPI, Scp-1 inhibitor, bovine MsrA act, MsrA inh, E coli Lon inh, Tb MetRS inh, STEP block, CendR NRP1 mod, LMPTP block
COc1cc(C2C(C(C)=O)=C(O)C(=O)N2c2ccc(Br)cn2)ccc1O (stereo unspecified)
 : 3, -7, -4, -8, 4.1, -16, 0.1, -2, -2, -1.0
CCC(C)Sc1nc2c(cnn2-c2ccc(C)cc2)c(=O)[nH]1 (stereo unspecified)
 : 5, -4, -3, -2, -1.9, -7, 0.0, -2, 4, -0.5
O=C(C1COc2ccccc2O1)N1CCN(c2ccccc2Cl)CC1 (stereo unspecified)
 : 2, -1, -9, -2, 1.0, -1, -0.1, 2, 2, 0.3
CCSc1nnc(NC(=O)CCn2c(=O)oc3ccccc32)s1
 : 5, 1, -11, 1, 0.3, 9, 0.5, -1, -10, -0.2
CCCCc1cc(=O)oc2cc(OC(C)C(=O)NCCN3CCOCC3)ccc12 (stereo unspecified)
 : 3, -3, /, -5, 1.6, -2, -0.4, -2, 11, -1.5
COc1ccc(C2=Nn3c(nnc3-c3ccccc3F)SC2)cc1OCC1CC1
 : -1, -22, 0, -5, 2.5, 3, -0.1, 5, 14, 2.7
CC(C)(C)NC(=O)NC(=O)CN1CCN(c2ccc(O)cc2)CC1
 : -6, 4, -5, -8, -1.0, -2, -0.3, -1, 8, 0.4
COc1ccc(C(=O)NCCCN2CCOCC2)cc1OC
 : 4, 2, -2, -2, 0.7, 3, -0.6, 0, 17, -1.0
COc1ccc(NC(=O)c2cc(-c3ccc(OC)c(OC)c3)on2)cc1OC
 : -6, 0, -2, -2, 0.6, -16, 0.4, -2, 8, -1.2
Cc1ccccc1NC(=O)CSc1nc2ncc(Cl)cc2[nH]1
 : 1, 4, 1, -9, 0.4, -5, 0.2, -2, -6, 0.3

One compound at a time, as listed above:
CCSc1nnc(NC(=O)CCn2c(=O)oc3ccccc32)s1 is entered as DNMT1 inh: 5; SUMO1-SIM PPI: 1; Scp-1 inhibitor: -11; bovine MsrA act: 1; MsrA inh: 0.3; E coli Lon inh: 9; Tb MetRS inh: 0.5; STEP block: -1; CendR NRP1 mod: -10; LMPTP block: -0.2
Cc1ccccc1NC(=O)CSc1nc2ncc(Cl)cc2[nH]1 is entered as DNMT1 inh: 1; SUMO1-SIM PPI: 4; Scp-1 inhibitor: 1; bovine MsrA act: -9; MsrA inh: 0.4; E coli Lon inh: -5; Tb MetRS inh: 0.2; STEP block: -2; CendR NRP1 mod: -6; LMPTP block: 0.3

The results go on.
Fields – DNMT1 inh, SUMO1-SIM PPI, Scp-1 inhibitor, bovine MsrA act, MsrA inh, E coli Lon inh, Tb MetRS inh, STEP block, CendR NRP1 mod, LMPTP block
COc1ccccc1NC(=O)c1cc2cc(Br)ccc2cc1O
 : -9, -4, 39, -4, -0.3, -4, -0.3, 17, -17, 9.3
CCO/C(C)=N/n1c2nc3ccccc3nc2c2c(=O)n(CC(C)C)c(C)nc21
 : -1, -22, -4, -12, 2.0, 5, -0.9, -1, 1, -0.1
COc1ccc(NC(=O)c2cc(-c3sc(NC(=O)c4ccccc4)nc3C)n(-c3ccc(Br)cc3)n2)cc1
 : /, -4, /, /, 1.8, /, -0.7, /, 2, 0.4
O=C(Nc1cccc(NC(=O)c2ccco2)n1)c1ccco1
 : 3, 2, -5, -5, 0.9, -3, -1.3, -4, 1, 0.4
COc1ccc(OCc2nnc(NC(=O)Nc3ccccc3F)s2)cc1
 : 15, -7, -9, 0, -0.8, 3, -0.7, 0, -5, 0.0
CC(=O)NC(C)(c1ccccc1)c1nc(-c2cccc(C(F)(F)F)c2)cs1 (stereo unspecified)
 : -1, -1, /, -2, 1.5, -6, 0.1, 0, 16, 1.3
CCc1noc(C)c1C(=O)N(CCC(C)C)c1c(N)n(Cc2ccccc2)c(=O)[nH]c1=O
 : 2, -3, -4, -4, -0.1, -4, -0.3, 0, 0, 0.0
COC(=O)c1cccc(NC(=O)COc2cccc([N+](=O)[O-])c2)c1
 : 2, -14, -3, -11, -0.7, -1, -0.8, -1, -3, -0.3
O=C(/C(=C/c1cccc(Cl)c1)c1nc2ccccc2[nH]1)c1ccccc1
 : 2, -1, 0, -4, 0.0, -5, 0.7, 0, -11, 1.0
CN(CCCN1CCOCC1)Cc1nc(-c2ccccc2)no1
 : 2, 1, -2, 0, -0.5, 2, -0.2, 0, -5, -2.4

(next part)
Fields – DNMT1 inh, SUMO1-SIM PPI, Scp-1 inhibitor, bovine MsrA act, MsrA inh, E coli Lon inh, Tb MetRS inh, STEP block, CendR NRP1 mod, LMPTP block
CSC1=C(C#N)C(C)CC(=O)N1 (stereo unspecified)
 : 5, -1, -2, -5, 0.2, -15, -0.6, -4, 14, -2.3
CCOc1ccc(CCNC(=O)C2CC(C)=CCC2C(=O)O)cc1OCC (stereo unspecified)
 : 53*, 56*, 87*, -2, -1.8, 7, -0.6, 19, 2, -1.0
C/C(=N/NC(=O)c1ccc2c(c1)OCO2)c1ccc(NC(=O)c2ccc(F)cc2)cc1
 : 7, 5, -2, -3, -0.6, -8, -0.2, 5, -2, 22
O=C(NNC(=O)c1cccs1)c1cccc(F)c1
 : 0, 0, 2, -9, 0.5, 5, -0.4, 2, 4, 1.6
CC(C)N=C1NN=C(c2ccc(F)cc2)CS1
 : -5, -3, -4, -3, 0.7, 7, -0.6, 3, 3, -0.8
COC(=O)c1ccc(NC(=O)c2ccco2)cc1
 : -3, 1, -7, -2, 0.9, -4, -0.6, 0, 3, 0.1
Fc1ccc(CSc2nnc3ccccn23)c(Cl)c1
 : 5, 0, 4, -14, -1.0, 9, -1.1, -4, 10, 0.5
CCc1cccc(CC)c1NC(=S)Nc1cccc(Cl)c1Cl
 : 4, 4, -14, -1, -0.6, -5, -0.4, 2, -4, 0.4
COc1cccc(NC(=O)CN(C)C(=O)C2CC(=O)N(CCc3ccc(OC)c(OC)c3)C2)c1 (stereo unspecified)
 : -9, 1, 11, -4, -0.7, -5, -0.1, -2, 5, -1.8
N#C/C(=C\c1cccnc1)C(=O)Nc1ccc(C(=O)O)cc1
 : 12, -4, -6, -11, -0.8, 5, -1.2, -1, -4, -0.7

Additional entries follow.
Fields – DNMT1 inh, SUMO1-SIM PPI, Scp-1 inhibitor, bovine MsrA act, MsrA inh, E coli Lon inh, Tb MetRS inh, STEP block, CendR NRP1 mod, LMPTP block
COC(=O)c1ccccc1NC(=O)Nc1ccc(C)cn1
 : 2, 0, -5, 0, 0.2, 10, -0.3, 0, 1, 0.4
O=C(COC(=O)COc1ccc(Cl)cc1)Nc1ccc(N2CCOCC2)cc1
 : -7, -2, 6, -6, -0.8, 2, -0.8, -1, 4, -0.1
CN(C1=C(NC(=O)c2ccccc2)C(=O)c2ccccc2C1=O)C1CCS(=O)(=O)C1 (stereo unspecified)
 : 50, 39, /, -1, 0.3, -4, 0.1, -1, 45*, 1.7
COc1ccccc1NC(=O)C/C(N)=N/OCC(=O)Nc1cccc(Cl)c1
 : -7, 4, -6, -2, 0.7, -10, 0.3, 2, -7, -0.5
COc1ccc([C@H]2CC(=O)C=C(c3cccc(OCc4ccccc4)c3)C2)cc1
 : 0, 0, -10, -10, 0.4, -3, -0.5, 3, 5, 3.1
Cc1ccc(NC(=O)C(NC2CCCC2)c2ccccc2)cc1Cl (stereo unspecified)
 : 2, 6, -4, -3, -1.0, 5, 0.2, 0, -9, 2.2
CC(=O)Nc1ccc(NC(=O)c2cc(=O)c3cc(C)cc(C)c3o2)cc1
 : 0, -5, -7, -5, -1.4, 3, -1.3, -2, 4, 0.8
Cc1cccc(C)c1NC(=O)C(CCc1ccccc1)n1c(=O)c(-c2cc3ccccc3[nH]2)nc2ccccc21 (stereo unspecified)
 : /, -6, /, /, 0.9, /, 0.3, /, 11, 3.4
CCSCc1nnc(SCC(=O)Nc2ccc(F)cc2)n1CC
 : -2, 1, 0, -4, -0.5, -12, 0.1, -4, -4, 1.5
Cc1nn(CCC#N)c2[nH]c(=O)cc(C(F)(F)F)c12
 : 0, 1, -4, 5, 1.2, 2, -0.9, 2, -10, -2.5

2 entries drawn at random from the list so far:
Fields – DNMT1 inh, SUMO1-SIM PPI, Scp-1 inhibitor, bovine MsrA act, MsrA inh, E coli Lon inh, Tb MetRS inh, STEP block, CendR NRP1 mod, LMPTP block
CCSCc1nnc(SCC(=O)Nc2ccc(F)cc2)n1CC
 : -2, 1, 0, -4, -0.5, -12, 0.1, -4, -4, 1.5
Cc1cccc(C)c1NC(=O)C(CCc1ccccc1)n1c(=O)c(-c2cc3ccccc3[nH]2)nc2ccccc21 (stereo unspecified)
 : /, -6, /, /, 0.9, /, 0.3, /, 11, 3.4

Other results:
Fields – DNMT1 inh, SUMO1-SIM PPI, Scp-1 inhibitor, bovine MsrA act, MsrA inh, E coli Lon inh, Tb MetRS inh, STEP block, CendR NRP1 mod, LMPTP block
O=C(CSc1nnc(-c2ccco2)n1Cc1ccco1)NCc1cccs1
 : 0, 0, -3, -4, 1.6, -5, -0.5, -1, 1, -1.5
Cc1ccc(N(CN2CCCC2=O)C(=O)c2ccc(C)c(C)c2)cc1
 : -6, -5, -9, 0, -0.4, -3, 0.2, 0, 9, -0.1
CSc1nc2ccc(NS(=O)(=O)c3ccccc3F)cc2s1
 : -5, 2, -6, -6, 0.2, 7, -0.2, 1, 1, 0.3
COc1ccc2[nH]c3c(=O)n4c(nc3c2c1)SCCC4
 : -3, -4, -7, -3, 4.0, 1, -0.8, 0, -1, 2.2
COc1ccc(C(=O)NC(=S)NNC(=O)c2ccccc2O)cc1
 : -7, 1, -6, -9, 3.3, -27, -1.2, 0, 2, -0.5
CCOC(=O)CSC1=C(C#N)C(c2ccccc2Cl)C(C(=O)OC)C(=O)N1 (stereo unspecified)
 : 2, -4, -8, -4, 0.2, -2, -1.1, -2, -10, 0.2
O=C(O)CCCC(=O)NS(=O)(=O)c1ccc(Cl)cc1
 : 0, 11, 12, -1, 0.7, 0, -0.6, -1, 10, 0.6
COc1ccc(C(CCc2cc(OC)c(OC)c(OC)c2)NC(C)=O)cc1 (stereo unspecified)
 : -5, 5, -7, -2, -0.8, -13, -0.3, -1, 8, 0.3
CCCCCCCCCCCC(=O)NC(Cc1ccc(OC)c([N+](=O)[O-])c1)C(=O)O (stereo unspecified)
 : -3, 13, -11, -2, 0.0, -1, -0.4, 6, -3, 1.1
C/C(=N\NC(=S)Nc1c(C)cccc1C)c1ccc(OC(F)F)cc1
 : -3, 1, -5, -4, 0.2, 10, -0.1, 2, -1, 0.3
O=C1OC(C(=O)O)Cc2ccccc21 (stereo unspecified)
 : 8, 1, -3, -2, 1.4, 4, -1.1, -1, -4, -0.4
O=S(=O)(NCC(c1ccco1)N1CCN(c2ccccc2F)CC1)c1ccccc1 (stereo unspecified)
 : -4, 0, -3, -5, -1.0, 5, -0.4, 0, 2, 0.3
CC(C)CCN1CCN(CCCn2cccn2)CC1CCO (stereo unspecified)
 : 4, 0, -4, -9, -0.9, -5, -0.6, 4, 5, -1.5

No enrichment for hits, and some 4.3% of all compounds hit somewhere here.
